Nrf2 block: Nrf2 qHTS screen for inhibitors; A549 ARE-Fluc reporter, luciferase luminescence, 18-24 h; 360,000 tested, 2.1% active; Potency, µM (top dose mostly 46 µM), for inactives: at the top dose activity change, negative = inhibition, actives largely listed as inhibitors; further: potency means the concentration at half of the fitted maximal effect; on the % scale 0 is the no-effect control and ±100 the full control effect; nearly all actives have a fitted effect of over 60% in size
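A549 ARE_Fluc cells (5000/well, 5% FBS OPTI-MEM) pre-incubated 2 h, then treated with compounds 18-24 h at 37C/5% CO2 in concentration-response. CellTiter-Fluor viability read first; BugLite luciferase luminescence after 15 min at room temperature gives Nrf2 activity.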
HepG2 viability: qHTS for Inhibitors of TGF-b: Cytotox Counterscreen; HepG2 CAGA-GFP viability, ATP luminescence, 18 h; Potency, µM (doses to about 46.1 µM), without a hit: at the highest dose activity change, negative = cytotoxicity, hits mostly cytotoxic; 410,000 tested, 0.76% active; further: potency means the concentration at half of the fitted maximal effect; some results filed as inactive show a strong effect at the top dose
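CellTiter-Glo luminescence gave cytotoxicity after 18 hours at 37 degrees C. The cells were HepG2 CAGA-GFP in 1% FBS DMEM, stimulated with 500 pg/mL TGF-beta after compound addition. %Activity was normalised to no-cell wells (complete cell-killing) and DMSO (no toxicity), and curves were fitted and classified.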
EPAC2 ag: qHTS for Agonist of cAMP-regulated guanine nucleotide exchange factor 4 (EPAC2): primary screen; EPAC2 activation, biochemical qHTS; response scale: 100% = 6.5 mM cAMP response; Potency, µM (top dose mostly 154 µM), without a hit: at the highest dose activation, usual class: activators; 360,000 tested, 0.079% active; AID 720711, 2013; further: potency means the concentration at half of the fitted maximal effect; nearly all actives have a fitted effect of over 50% in size
Target sequence (Q8WZA2 whole entry, looked up): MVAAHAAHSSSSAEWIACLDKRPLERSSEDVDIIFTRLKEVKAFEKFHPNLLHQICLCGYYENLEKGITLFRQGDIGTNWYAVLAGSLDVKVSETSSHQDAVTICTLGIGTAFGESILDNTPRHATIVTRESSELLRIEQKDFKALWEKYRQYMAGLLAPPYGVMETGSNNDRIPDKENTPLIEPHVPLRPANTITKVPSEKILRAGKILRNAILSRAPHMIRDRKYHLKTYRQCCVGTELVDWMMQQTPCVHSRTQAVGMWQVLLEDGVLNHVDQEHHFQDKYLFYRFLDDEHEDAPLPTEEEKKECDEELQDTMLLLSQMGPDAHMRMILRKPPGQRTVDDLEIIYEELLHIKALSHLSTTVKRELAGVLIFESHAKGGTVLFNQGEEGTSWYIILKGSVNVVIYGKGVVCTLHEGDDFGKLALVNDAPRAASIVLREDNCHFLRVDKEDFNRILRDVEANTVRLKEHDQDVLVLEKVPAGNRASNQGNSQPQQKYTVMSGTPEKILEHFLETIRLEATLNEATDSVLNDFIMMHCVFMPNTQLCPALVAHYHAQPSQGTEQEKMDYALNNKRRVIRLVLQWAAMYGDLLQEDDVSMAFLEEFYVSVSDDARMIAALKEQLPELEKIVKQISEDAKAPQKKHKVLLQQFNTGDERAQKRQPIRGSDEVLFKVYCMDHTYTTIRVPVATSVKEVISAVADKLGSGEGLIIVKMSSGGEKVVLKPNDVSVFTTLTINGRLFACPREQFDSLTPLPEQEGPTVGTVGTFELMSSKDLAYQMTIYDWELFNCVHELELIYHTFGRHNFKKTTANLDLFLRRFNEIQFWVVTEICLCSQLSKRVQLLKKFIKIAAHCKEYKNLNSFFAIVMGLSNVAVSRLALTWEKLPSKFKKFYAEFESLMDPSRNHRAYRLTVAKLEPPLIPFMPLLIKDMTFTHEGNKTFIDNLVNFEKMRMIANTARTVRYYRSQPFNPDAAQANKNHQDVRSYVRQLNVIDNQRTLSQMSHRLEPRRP
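Compounds were added across a concentration range to EPAC2 (100 nM), RAP1B-BODIPY-GDP (250 nM) and GDP (50 uM). After 5 min at room temperature, fluorescence was recorded at 5-min intervals for 30 min.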
TGFb inhibitor: qHTS for Inhibitors of TGF-b; 410,000 tested, 1.2% active; AID 588855, 2011; Potency, µM (highest dose often 46.1 µM), for the others: at the top dose activity, negative = inhibition, actives largely listed as inhibitors; HepG2 CAGA-GFP TGF-b/SMAD3 reporter, GFP fluorescence, 18 h; TGF-beta stimulated, 500 pg/mL final; further: potency means the concentration at half of the fitted maximal effect; on the % scale 0 is the no-effect control and ±100 the full control effect; nearly all actives have a fitted effect of over 65% in size
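HEPG2 CAGA-GFP cells (1000/well, DMEM with 1% FBS) were pre-incubated 2 h at 37 degrees C, given compound by pin tool, then stimulated with TGF-beta at 500 pg/mL final for 18 h before per-cell GFP fluorescence imaging.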
Nrf2 ARE act: qHTS of Nrf2 Activators; AREc32 ARE-luciferase reporter (MCF7-derived line), luminescence, 24 h; Potency, µM (titrated, usually from 46.1 µM), without a hit: at the highest dose activation, hits mostly activators; 410,000 tested, 0.31% active; AID 624171, 2012; further: potency means the concentration at half of the fitted maximal effect; % of control where 0% means no effect; nearly all actives have a fitted effect of over 65% in size
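ARE-driven firefly luciferase activity in AREc32 cells measured after a 24 hr compound exposure at 37 deg C, using Steady-Glo reagent and a 30 min room-temperature hold.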
IL2 activator: qHTS of IL-2 Activators | 360,000 tested, 0.065% active | IL-2 activation reporter assay, cell-based qHTS; stimulated with anti-CD3/CD4/CD28 beads; in transgenic mouse T cells | activation, % (series mostly up to about 46 µM); in the data active means activation above about 50%; inconclusive means mostly about 30% to 49%; further: 0% is about no effect
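Screening format: compound pinned onto unstimulated transgenic mouse T cells, 60 min incubation, then anti-CD3/anti-CD4/anti-CD28 bead stimulation for 18 hours at 37 degrees C, followed by EGFP and DsRed detection.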
ATXN2 expr inh: Primary qHTS for Inhibitors of ATXN expression; HEK-293 ATXN2-luciferase reporter, luminescence, 24 h; Potency, µM (top dose mostly 57 µM), without a hit: top-dose activity change, negative = inhibition, most hits filed as inhibitors; 360,000 tested, 0.72% active; AID 1745845, 2022; further: potency means the concentration at half of the fitted maximal effect; on the % scale 0 is the no-effect control and ±100 the full control effect; nearly all actives have a fitted effect of over 55% in size
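ATXN2-luciferase reporter cells (luciferase flanked by upstream and downstream ATXN2 gene portions) were treated 24 h at 37 °C with compounds at up to 57 uM. SteadyGlo luminescence gave expression; GF-AFC fluorescence gave viability.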
A549 tox: Nrf2 qHTS screen for inhibitors: counterscreen for cytotoxicity; Potency, µM (highest dose often 46 µM), for the others: top-dose activity change, negative = cytotoxicity, usual class: inhibitors; 390,000 tested, 0.16% active; AID 504648, 2011; A549 ARE-Fluc cells, CellTiter-Fluor viability, 18-24 h; further: potency means the concentration at half of the fitted maximal effect; on the % scale 0 is the no-effect control and ±100 the full control effect
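A549 ARE-Fluc cells in 5% FBS OPTI-MEM, 5000 cells/well, rested 2 h then exposed to compounds in concentration-response for 18-24 h at 37 °C. Viability by CellTiter-Fluor fluorescence (Ex 405/Em 525) after 30 min; luciferase luminescence (BugLite, 15 min, RT) read afterwards.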
S2 tox: Viability Counterscreen for Primary qHTS for Inhibitors of ATXN expression; S2 cells (HEK-293 line with an ATXN2-luciferase reporter) viability, CellTiter-Fluor protease fluorescence, 24 h; Potency, µM (top dose mostly 56.7 µM), usual class: cytotoxic; 400,000 tested, 0.49% active; AID 651635, 2014; further: potency means the concentration at half of the fitted maximal effect; nearly all actives have a fitted effect of over 40% in size
An asterisk follows results filed as active; i = inactive; ? = inconclusive; / = no result given; & = joins results of further samples; [ ] = another dose, or the depositor's remark. Unless noted, the call rests on the fitted dose curve; in most records, active means well fitted curve in the direction sought with a large enough effect; inconclusive means small, poorly fitted or top-dose-only effect, or another doubt; inactive means no such curve, though single readings can be large; an effect the other way counts as inactive or inconclusive.

(1) Cc1cc2oc(C(=O)N3CCN(CCc4ccccn4)CC3)c(C)c2cc1C
(2) O=C(/C=C/c1ccccc1Cl)NCCc1ccc(F)cc1
(3) CCC1=NN(S(=O)(=O)c2ccc(C)cc2)C(O)(C(F)(F)F)C1 (centres undefined)
(4) CC(Sc1ccccn1)C(=O)Nc1ccccc1 (centres undefined)
(5) COc1ccc(N(CC(=O)Nc2ccccc2C(=O)O)S(=O)(=O)c2ccc(C)c([N+](=O)[O-])c2)cc1
(6) O=C(COC(=O)/C=C/c1ccc2c(c1)OCO2)NC1CC1
(7) CCN(CC)C(=O)c1cccc(-c2csc(C(O)(c3ccccc3)C(F)(F)F)n2)c1 (centres undefined)
(8) COc1ccc(N2Cc3ccccc3C2=NC(=O)c2cccc([N+](=O)[O-])c2)cc1

Screen / compound no.,1,2,3,4,5,6,7,8
Nrf2 block,8%,-3%,12%,?,-3%,6%,/,18%
HepG2 viability,-54%,-35%,5%,-13%,0%,8%,-16%,0%
EPAC2 ag,10%,12%,2%,8%,3%,7%,2%,-7%
TGFb inhibitor,?,-34%,0%,2%,-7%,3%,?,-15%
Nrf2 ARE act,6.1%,0.1%,-0.3%,0.3%,-0.7%,5.6%,-0.5%,3.2%
IL2 activator,1.0,2.7,0.3,-1.0,0.0,1.0,-1.0,-0.2
ATXN2 expr inh,/,28%,-8%[11.3 µM],43%[activator],-30%,/,?,22%
A549 tox,1%,9%,-7%,0%,3%,0%,/,-6%
S2 tox,?,i,i,i,i,i,?,i

(9) O=C(CCC(=O)N1CCOc2ccccc21)NCc1cccnc1
(10) Cc1ccccc1C(=O)Nc1nnc(S(=O)(=O)N2CCCCCC2)s1
(11) COc1ccc(NC(=O)C2CCCN(S(=O)(=O)c3ccc4c(c3)CC(C)N4C(C)=O)C2)cc1 (centres undefined)
(12) Cc1ccc(C2NC(c3ccc(C)cc3)C(C)C(=NO)C2C)cc1 (centres undefined)
(13) C=CCNc1sc(C(=O)c2ccc(Br)s2)c(N)c1C#N
(14) CCOc1ccc(-c2cc(C(=O)N3CCN(c4cccc(C)c4)C(C)C3)c3ccccc3n2)cc1 (centres undefined)
(15) O=C(CSc1nnc(-c2ccccc2)o1)NC1CCCC1
(16) Cc1ccc(OCCCCn2nnc3sc4c(c3c2=O)CCC(C)C4)cc1 (centres undefined)

Screen / compound no.,9,10,11,12,13,14,15,16
Nrf2 block,-1%,?,?,1%,-18%,/,-3%,-4%
HepG2 viability,-12%,-14%&-13%,-2%,-26%,4%,3%,4%,-5%
EPAC2 ag,3%,-1%,6%,9%,14%,/,-8%,/
TGFb inhibitor,3%,-12%,0%,?,?,-13%,-14%,-7%
Nrf2 ARE act,-0.8%,0.1%&3.7%,0.1%,0.7%,6.4%,3.1%,0.4%,0.4%
IL2 activator,-0.1,4.9,0.3,-2.5,5.4,/,-1.8,/
ATXN2 expr inh,4%,5%,-18%,-1%,0%,7%,8%,15%
A549 tox,-1%,-14%&10%,-2%,-8%,/,-11%,-2%,6%
S2 tox,i,i,i,i,i,i,?,i

(17) O=C(Cc1ccc(NC(=O)C2CCN(C(=O)C3CCCCC3)CC2)cc1)Nc1ccc(C(=O)N2CCOCC2)cc1
(18) COc1ccc(-c2[nH]ncc2CN2CCCCCCC2)c(OC)c1
(19) O=C(CNC(=O)c1ccc(OC(F)F)cc1)NCc1ccccn1
(20) COc1ccc(NC(=O)C(=O)NCc2ccncc2)c(OC)c1
(21) CC(=O)C1=C(O)CC(C)(C)CC1=NCc1nc2ccccc2[nH]1
(22) Cn1c(SCCOc2ccc(Cl)cc2)nnc1-c1ccncc1
(23) CCCc1cc(C(=O)Nc2sc3c(c2C#N)CCC3)no1
(24) C=CCNCCCOc1ccc(C)cc1Br

Screen / compound no.,17,18,19,20,21,22,23,24
Nrf2 block,6%,5%,12%,-19%,5%,-22%,7%,?
HepG2 viability,-11%,-26%,12%,-10%,-13%,1%,-17%,-24%
EPAC2 ag,2%,12%,-1%,4%,2%,10%,2%,5%
TGFb inhibitor,-33%,?,-1%,-1%,1%,17%,2%,-14%
Nrf2 ARE act,-0.7%,0.0%,0.2%,-0.9%,3.1%,0.1%,4.3%,5.4%
IL2 activator,0.2,-1.3,1.3,1.2,-0.6,-4.8,-2.1,2.9
ATXN2 expr inh,6%,-19%,5%,1%,1%,-16%,7%,24%
A549 tox,-6%,7%,-5%,-8%,-4%,0%,-4%,-3%
S2 tox,i,i,i,i,?,i,?,i

(25) CC(=O)Nc1ccc(/C=C(\C#N)S(=O)(=O)c2ccc(C)cc2)cc1
(26) CC(C)OC(=O)c1cccc(-c2ccc(C=O)o2)c1
(27) COc1ccc(CCNC(=O)c2cnc3scc(C)n3c2=O)cc1OC
(28) O=C(NC(=S)Nc1cc(C(F)(F)F)ccc1N1CCOCC1)c1sc2ccccc2c1Cl
(29) O=C(c1cc(=O)c2ccccc2o1)N1CCCc2ccccc21
(30) O=C(Nc1cccc(Cl)c1)C1CCN(C(=O)c2cccs2)CC1
(31) Cc1ccc(-c2ccc(S(=O)(=O)N3CCN(C)CC3)cc2)cc1
(32) CC(C)[Si]1(C(C)C)OCC2OC(n3cnc4c(N)ncnc43)C(N)C2O[Si](C(C)C)(C(C)C)O1 (centres undefined)

Screen / compound no.,25,26,27,28,29,30,31,32
Nrf2 block,-9%,-2%,?,?,14%,?,18%,?
HepG2 viability,0%,-24%,-9%,4%,-1%,-2%,-4%,-71%
EPAC2 ag,14%,-7%,5%,-3%,7%,4%,-9%,-22%
TGFb inhibitor,26%,16%,0%,0%,-6%,-7%,?,?
Nrf2 ARE act,15%,1.7%,3.3%,-1.4%,-0.1%,0.3%,-0.7%,3.3%
IL2 activator,0.5,-0.5,-1.1,0.1,-0.3,1.1,-2.5,-0.5
ATXN2 expr inh,0%,10%,-1%,0%,15%,1%,0%,?
A549 tox,2%,14%,0%,8%,-15%,-4%,-8%,?
S2 tox,i,i,i,i,i,i,i,?

(33) COCC(=O)N1CCC(Oc2ccc(C(=O)N(C)CCCC3CCCC3)cc2)CC1
(34) Cc1ccccc1C(=O)Nc1ccnn1C1CCN(C(=O)c2ccoc2)CC1
(35) COc1ccc(OC(=O)c2cnn(-c3ccccc3)c2C)cc1
(36) COCC1CCCN(C(=O)c2ccc3oc(CCCc4ccccc4)nc3c2)C1 (centres undefined)
(37) Cc1n[nH]c(=O)c2c(NC(=O)CSc3nc4ccccc4c(=O)n3CCCOC(C)C)oc(C)c12
(38) CCCCNC(=O)C1CCN(C(=O)C2CCN(S(=O)(=O)c3ccc(C)cc3)CC2)CC1
(39) CCc1nc2ccc(C(=O)Nc3ccc(OC)c(OC)c3)cn2c1N(CCC(C)C)CCN(C)C
(40) COc1ccc(CCNC(=O)c2ccccc2)cc1
(41) Cc1ccc(N2CC(NC(=O)c3ccc(S(=O)(=O)N(C)C)cc3)CC2=O)cc1C (centres undefined)
(42) COCCCNc1nc2ccccc2nc1NS(=O)(=O)c1ccc(C)cc1
(43) CCc1ccc(C(=O)NNc2ccc(C)c(Cl)c2)cc1

Screen / compound no.,33,34,35,36,37,38,39,40,41,42,43
Nrf2 block,?,6%,?,-10%,?,0%,/,1%,/,-14%,7%
HepG2 viability,-10%,6%,1%,-12%,0%,12%,-31%,-1%,-5%,-7%,15%
EPAC2 ag,3%,6%,4%,5%,1%,8%,-5%,3%,/,-2%,11%
TGFb inhibitor,-18%,8%,6%,-18%,-4%,6%,24%,-2%,8%,3%,-1%
Nrf2 ARE act,-0.7%,0.2%,-0.1%,-0.7%,-0.3%,0.4%,12%,2.8%,-0.4%,0.3%,4.9%
IL2 activator,-2.2,-2.0,-0.1,0.3,0.3,-4.2,0.3,0.6,/,-1.1,-3.9
ATXN2 expr inh,-33%,0%,61%[activator],-5%,-18%,-2%,-8%,37%,/,-2%,-26%
A549 tox,-5%,0%,3%,1%,-1%,7%,/,0%,-4%,2%,0%
S2 tox,i,i,i,i,i,i,?,i,/,i,i

A different layout for part of the listing above.
Value order: Nrf2 block | HepG2 viability | EPAC2 ag | TGFb inhibitor | Nrf2 ARE act | IL2 activator | ATXN2 expr inh | A549 tox | S2 tox
[12] Cc1ccc(C2NC(c3ccc(C)cc3)C(C)C(=NO)C2C)cc1 (centres undefined)
→ 1% | -26% | 9% | ? | 0.7% | -2.5 | -1% | -8% | i
[13] C=CCNc1sc(C(=O)c2ccc(Br)s2)c(N)c1C#N
→ -18% | 4% | 14% | ? | 6.4% | 5.4 | 0% | / | i
[14] CCOc1ccc(-c2cc(C(=O)N3CCN(c4cccc(C)c4)C(C)C3)c3ccccc3n2)cc1 (centres undefined)
→ / | 3% | / | -13% | 3.1% | / | 7% | -11% | i
[15] O=C(CSc1nnc(-c2ccccc2)o1)NC1CCCC1
→ -3% | 4% | -8% | -14% | 0.4% | -1.8 | 8% | -2% | ?
[16] Cc1ccc(OCCCCn2nnc3sc4c(c3c2=O)CCC(C)C4)cc1 (centres undefined)
→ -4% | -5% | / | -7% | 0.4% | / | 15% | 6% | i

Source: PubChem (National Center for Advancing Translational Sciences (NCATS))
